# From PubChem BioAssay
# Anesthetic bind: candidate novel general anesthetic via apoferritin binding | 350,000 tested, 0.074% active | P02791 | apoferritin/1-aminoanthracene competitive binding, fluorescence | Potency, µM (series often up to 77.5 µM), without a hit: top-dose activity change, negative = displacement, hits mostly inhibitors | AID 485281; also: potency is read from the fitted curve at half-maximal effect; % is scaled to controls: 0 for no effect and ±100 for the full control effect; nearly all actives have a fitted effect of over 20% in size
# Target sequence (P02791 2-175 limits assumed): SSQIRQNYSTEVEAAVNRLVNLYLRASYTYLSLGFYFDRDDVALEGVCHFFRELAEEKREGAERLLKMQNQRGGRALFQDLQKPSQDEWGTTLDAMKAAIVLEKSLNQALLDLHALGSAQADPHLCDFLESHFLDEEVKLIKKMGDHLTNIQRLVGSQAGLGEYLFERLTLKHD
#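 Horse-spleen apoferritin (10 uM) was mixed with 50% saturated 1-aminoanthracene in PBS, exposed to compounds for 10 min at room temperature, and read for fluorescence (ex 380 nm, em 535 nm). Competitive displacement was fitted with a four-parameter Hill equation.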
# D1 agonist: human D1 receptor agonism. AID 504660. activation, % at 2 µM. HEK293 T-REx D1 cells, calcium flux, agonist mode. 360,000 tested, 1% active; in the data active = activation above about 30%; also: 0% is about no effect
#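 Inducible HEK293 T-REx D1 cells, force-coupled to calcium signalling, were plated at 4000 cells/well with tetracycline and held overnight at 30 C. After no-wash calcium dye loading, compound-evoked calcium rise over 180 s flagged agonists.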
# TRHR ag: TRH receptor (human) agonism. P34981. 360,000 tested, 0.18% active. activation, % at 2 µM. AID 493084. TRHR cells, calcium flux fluo-8, FDSS agonist mode; in the data active = activation above about 30%; also: 0% is about no effect
#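 Read-out: compound-evoked intracellular calcium rise in TRHR cells, fluo-8 dye, kinetic FDSS fluorescence at 1 s/cycle following a 10-cycle baseline. Cells cultured overnight before dye loading (30 min–1.5 h, RT).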
# RXFP1 antagonist: blocks the human relaxin receptor RXFP1 | AID 1259400 | HEK293-RXFP1, relaxin-stimulated cAMP HTRF, 30 min; stronger effect = lower value | 350,000 tested, 0.59% active | activity change, negative = inhibition, % at 57.5 µM | Q9HBX9;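 active = activity change of -60% or lower, but not beyond a set lower limit; inconclusive = change between -60% and -40%, or beyond the set limit; inactive = change above -40%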; also: % is scaled to controls: 0 for no effect and ±100 for the full control effect
# Target sequence (Q9HBX9 whole entry, looked up): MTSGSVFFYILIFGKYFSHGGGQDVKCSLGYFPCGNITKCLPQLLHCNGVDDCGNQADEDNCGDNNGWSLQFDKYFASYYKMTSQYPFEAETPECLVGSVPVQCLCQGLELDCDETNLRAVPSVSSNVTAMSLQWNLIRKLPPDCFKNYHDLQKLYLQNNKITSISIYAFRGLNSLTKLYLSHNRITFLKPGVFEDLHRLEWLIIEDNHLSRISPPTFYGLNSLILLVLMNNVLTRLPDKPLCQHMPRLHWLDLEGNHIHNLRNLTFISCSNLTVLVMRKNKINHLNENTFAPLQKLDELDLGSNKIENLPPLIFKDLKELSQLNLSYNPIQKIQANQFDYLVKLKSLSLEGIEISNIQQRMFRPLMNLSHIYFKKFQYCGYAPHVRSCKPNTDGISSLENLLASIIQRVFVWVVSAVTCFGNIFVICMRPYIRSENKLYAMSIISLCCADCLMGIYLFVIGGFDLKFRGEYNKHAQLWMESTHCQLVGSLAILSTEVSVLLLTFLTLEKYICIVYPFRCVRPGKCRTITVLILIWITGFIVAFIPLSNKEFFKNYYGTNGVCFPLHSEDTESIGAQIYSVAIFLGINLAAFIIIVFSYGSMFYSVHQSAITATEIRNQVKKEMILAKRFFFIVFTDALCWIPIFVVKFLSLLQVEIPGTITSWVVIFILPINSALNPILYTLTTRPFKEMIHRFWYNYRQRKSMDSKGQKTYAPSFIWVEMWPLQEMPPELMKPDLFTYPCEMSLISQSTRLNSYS
# D1 antagonist: antagonists of human D1 dopamine receptor; P21728; HEK293 TREx D1 cells, calcium flux, dopamine EC80; stronger effect = lower value; activity change, negative = inhibition, % at 10 µM; 360,000 tested, 3.2% active; AID 504652; in the data active = activity change below about -30%; also: % is scaled to controls: 0 for no effect and ±100 for the full control effect
#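 Allosteric or orthosteric antagonism assessed as attenuation of the calcium response to EC80 dopamine, added 180 s after compound, in induced HEK293 Trex D1 cells loaded with no-wash calcium dye.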
# D2 PAM: positive allosteric modulators of human D2 dopamine receptor; 340,000 tested, 0.34% active; P14416; HEK293 T-REx D2, calcium flux, EC20 dopamine potentiation; potentiation, % at 10 µM; AID 485347;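 active = potentiation over 3 SD above the plate norm, cut at about 30% in these data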; also: 0% is about no effect
#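 Potentiation of an EC20 dopamine calcium response is measured in a force-coupled, tetracycline-inducible Hek293 Trex D2 line. Compound-only kinetic reads over 180 s flag agonists before dopamine addition.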
# D1 PAM: human D1 dopamine receptor positive modulation | P21728 | HEK293 TREx D1 cells, calcium flux, dopamine EC20 potentiation | potentiation, % at 10 µM | 360,000 tested, 0.036% active; in the data active = potentiation above about 30%; also: 0% is about no effect
# RXFP1 agonist: activates the human relaxin receptor RXFP1. AID 2676. HEK293T-RXFP1 cAMP TR-FRET, 30 min; response scale: percent of porcine relaxin response, buffer zero. 370,000 tested, 0.3% active. Potency, µM (doses to about 57.5 µM), for inactives: top-dose activation, hits mostly activators; also: potency is read from the fitted curve at half-maximal effect; % is scaled to controls: 0 for no effect and ±100 for the full control effect; nearly all actives have a fitted effect of over 60% in size; many of its hits are not listed in these tables
#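 Agonist response is measured as cAMP accumulation in an RXFP1-transfected HEK293T line under PDE4 inhibition. Values are scaled between buffer-only and 29 nM porcine relaxin, and EC50s come from standard Hill equation fits.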
# TRHR enhancer: allosteric enhancers of human TRH receptor; AID 493056; enhancement, % at 2 µM; 360,000 tested, 0.66% active; TRHR cells, fluo-8 calcium fluorescence, EC20 TRH enhancement; P34981; in the data active = enhancement above about 30%; also: 0% is about no effect
#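 Enhancer read-out: after compound pinning and an initial kinetic agonist-mode read, an EC20 of TRH (10 nM final) was injected and fluo-8 calcium signal (Ex 480/Em 530) followed at 1 s/cycle for 100 cycles in TRHR-expressing cells.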
# Numbers without * were called inactive; ? = inconclusive; . = no result given; [ ] = dose if it differs, or a comment. Unless noted, calls follow the shape of the dose curve; as a rule, active = well fitted curve in the direction sought with a large enough effect; inconclusive = small, poorly fitted or top-dose-only effect, or another doubt; inactive = no such curve, though single readings can be large; an effect the other way counts as inactive or inconclusive. Not all compounds are listed; count on the stated rates, not on these rows.
SMILES,Anesthetic bind,D1 agonist,TRHR ag,RXFP1 antagonist,D1 antagonist,D2 PAM,D1 PAM,RXFP1 agonist,TRHR enhancer
Cc1cc(C)cc(NC(=O)C(OC(=O)c2cccs2)c2ccccc2)c1 (stereo unspecified),-11%,7,-0.1,-9,22,-10,2,-0.3%,-3
CCOC(=O)C1=C(C)Nc2nnnn2C1c1c[nH]c2ccccc12 (stereo unspecified),-10%,2,0.2,.,3,11,4,0.3%,-1
Cc1ccc(-n2c(C)cc(/C=N/Nc3ccc([N+](=O)[O-])cn3)c2C)c(C)c1,?,11,-1.1,-19,-44*,-14,-8,-0.8%,8
CCc1nc(C)cn1S(=O)(=O)c1ccc(Cl)c(Cl)c1OC,?,8,0.4,-1,16,11,-2,-2.5%,-14
O=C1/C(=C/c2cccs2)N=C(c2cccs2)N1Nc1ccccc1,-14%,14,3.3,-29,6,2,0,0.1%,6
CCCCC(OC(=O)c1ccco1)C(=O)NCc1ccc(C)cc1 (stereo unspecified),7%,1,-0.8,-6,-11,-12,-4,-1.7%,3
CN(/N=C/c1ccc(-c2ccc([N+](=O)[O-])cc2)o1)c1ccccc1,-8%,234*,37*,-8,-67*,10,10,8.8%,1
CC(C)C[C@H](NC(=O)c1nc[nH]c1C(=O)N1CCN(c2ccccc2)CC1)C(=O)OCc1ccccc1,-19%,2,0.2,.,11,12,-1,-0.6%,-8
COc1ccc(C(=O)NCc2ccncc2)cc1OC,-6%,3,0.2,-4,4,-2,1,0.2%,0
CCCCC(CC)CNC(=O)c1ccc2c(c1)OCO2 (stereo unspecified),?,0,0.4,9,5,-2,4,2.1%,3
COc1ccc(C)cc1NC(=O)CSc1nnc(COc2ccc(C)cc2)n1Cc1ccco1,35%[activator],8,0.7,1,-16,-9,-5,0.2%,-2
CC1CCCC(C)N1C(=O)COC(=O)c1ccc(O)cc1 (stereo unspecified),?,-2,-0.4,-9,6,11,-1,-0.8%,11
CC(C)CCn1c(=O)c2ccccc2n2c(CCC(=O)NC3CCN(Cc4ccccc4)CC3)nnc12,4%,2,0.2,-6,10,-7,-5,4.5%,1
Cc1cc(C)cc(-n2c(SCC(=O)N3CCc4ccccc43)nc3c([nH]c4ccccc43)c2=O)c1,-3%,1,0.1,.,-4,-8,-2,0.8%,-5
O=C(NCc1ccco1)c1cnc2n(c1=O)CCS2,-10%,0,1.9,0,-8,5,-5,2.3%,-2
O=C(CSc1nnc(CNC(=O)c2cccs2)o1)Nc1ccc(Br)cc1,-13%,4,-0.1,6,-4,-2,-5,-3.3%,-4
CCCCCCn1c(SCC(=O)c2c(N)n(C)c(=O)n(C)c2=O)nc2ccccc21,-10%,1,0.0,-15,31,-1,-1,9.6%,8
CC1=Nc2cc(C(=O)NC3CCCCC3)ccc2Sc2ccc(Cl)cc21,-2%,3,-0.1,-10,10,21,2,-1.5%,3
O=C(NC(=S)NC1CCS(=O)(=O)C1)c1cccc([N+](=O)[O-])c1 (stereo unspecified),-1%,-1,-0.1,3,-7,5,-2,3.5%,-1
COc1ccc(CNC(=O)CSc2n[nH]c(C)c2[N+](=O)[O-])cc1,-5%,1,0.0,-5,-15,10,4,-0.9%,-3
Cc1ccc(S(=O)(=O)c2ccc([N+](=O)[O-])cn2)cc1,-5%,-1,0.1,-17,-6,8,-9,1.7%,-2
O=C(NCc1ccc2c(c1)OCO2)c1c[nH]c2ccc(S(=O)(=O)N3CCOCC3)cc2c1=O,-11%,0,0.7,2,44,-1,3,12%,1
Cc1ccc(S(=O)(=O)NC(=O)Nc2ccc(F)cc2)cc1,0%,1,0.3,1,1,-4,4,-0.1%,-8
Nc1cc(N)nc(SCC(=O)Nc2ccc(Br)cc2Cl)n1,-15%,7,-2.6,-3,1,8,14,1.9%,4
Cc1ccc(C(=O)Nc2ccc(CC(=O)O)cc2)o1,0%,-1,0.0,-11,-1,7,-5,1.4%,-2

# Part of the list above, limited to RXFP1 agonist, D1 antagonist and RXFP1 antagonist.
canonical_smiles | RXFP1 agonist | D1 antagonist | RXFP1 antagonist
CCCCC(CC)CNC(=O)c1ccc2c(c1)OCO2 (stereo unspecified) | 2.1% | 5 | 9
Cc1cc(C)cc(-n2c(SCC(=O)N3CCc4ccccc43)nc3c([nH]c4ccccc43)c2=O)c1 | 0.8% | -4 | .
O=C1/C(=C/c2cccs2)N=C(c2cccs2)N1Nc1ccccc1 | 0.1% | 6 | -29
COc1ccc(C(=O)NCc2ccncc2)cc1OC | 0.2% | 4 | -4

# Among those listed so far, five contain a furan ring, fused or not.
SMILES,Anesthetic bind,D1 agonist,TRHR ag,RXFP1 antagonist,D1 antagonist,D2 PAM,D1 PAM,RXFP1 agonist,TRHR enhancer
CCCCC(OC(=O)c1ccco1)C(=O)NCc1ccc(C)cc1 (stereo unspecified),7%,1,-0.8,-6,-11,-12,-4,-1.7%,3
CN(/N=C/c1ccc(-c2ccc([N+](=O)[O-])cc2)o1)c1ccccc1,-8%,234*,37*,-8,-67*,10,10,8.8%,1
COc1ccc(C)cc1NC(=O)CSc1nnc(COc2ccc(C)cc2)n1Cc1ccco1,35%[activator],8,0.7,1,-16,-9,-5,0.2%,-2
O=C(NCc1ccco1)c1cnc2n(c1=O)CCS2,-10%,0,1.9,0,-8,5,-5,2.3%,-2
Cc1ccc(C(=O)Nc2ccc(CC(=O)O)cc2)o1,0%,-1,0.0,-11,-1,7,-5,1.4%,-2

# The list continues.
SMILES,Anesthetic bind,D1 agonist,TRHR ag,RXFP1 antagonist,D1 antagonist,D2 PAM,D1 PAM,RXFP1 agonist,TRHR enhancer
CC1=Nc2cc([N+](=O)[O-])ccc2NC(C)(C)C1,-21%,2,0.3,0,-2,0,-2,-4.6%,4
COC(=O)CCCC1=CC2=C(c3ccccc3)C(=O)C(C)(OC(=O)C3CCCC3)C(=O)C2=CN1CC1CC1 (stereo unspecified),9%,5,-0.6,.,-7,2,-3,3.6%,-8
CC(=O)Nc1cc[n+](CC(=O)c2ccc(Cl)cc2)cc1,-6%,2,0.7,6,-33*,-4,1,-1.3%,1
OC1c2cc(Br)ccc2N=C2CCCN21 (stereo unspecified),-7%,3,-0.3,-1,-2,-2,2,0.4%,7
Cc1ccc(S(=O)(=O)N(C)c2ccc(OCC(=O)OCC(=O)N(CC#N)c3ccccc3)cc2)cc1,.,9,1.0,2,-14,-17,-3,-0.3%,-4
COc1ccc(C(=O)NC(=O)Nc2ncccc2C)cc1,-9%,5,-0.9,-3,-3,6,14,-1.2%,1
COc1cccc([C@@H]2Oc3ccc(OC)cc3C(=O)[C@H]2O)c1,5%[15.3 µM],-3,-0.4,.,-18,2,-4,1.3%,13
COc1ccc(NC(=O)CSC2=Nc3ccccc3C3=NC(CCC(=O)NC4CCCCC4)C(=O)N23)cc1 (stereo unspecified),-6%,1,-0.1,-30,6,-2,-1,4.3%,0
CCCc1nc(NCCCOCC)c2nnn(Cc3ccccc3)c2n1,-13%,5,-0.2,6,16,13,-6,-0.5%,-1
CCCC[n+]1c(-c2ccc(Cl)cc2Cl)csc1Nc1ccccc1,-5%,4,-0.4,-12,8,0,-2,-0.1%,5
COc1cc2nc(NC(=O)c3ccc(Cl)cc3)[nH]c(=O)c2cc1OC,-5%,2,0.4,7,7,-17,-1,2.2%,-2
CCOc1cccc(C(=O)N(Cc2ccc(C)o2)C2CCS(=O)(=O)C2)c1 (stereo unspecified),-4%,-2,-0.7,4,-7,5,1,-1.1%,0
O=C(NCC(c1cccs1)N1CCOCC1)c1ccco1 (stereo unspecified),-5%,2,-0.6,0,23,8,-3,1.2%,-5
CC(=O)Nc1ccc(Nc2ncc([N+](=O)[O-])c(Nc3ccc(NC(C)=O)cc3)n2)cc1,-9%,0,0.2,-5,0,11,-2,3.4%,2
CCOc1ccc2oc(C(=O)N(CC)CC(=O)Nc3ccc(NC(C)=O)cc3)c(C)c2c1,.,2,-0.4,8,-3,-3,0,-0.1%,3
CCN1C=C(Cc2ccc(OC)cc2)C2=C(C1)C(c1ccc(OC)cc1)C(C#N)=C(N)O2 (stereo unspecified),?,18,-1.9,-9,-9,6,-7,5.0%,-1
NC(=O)[C@@H]1CC2(CC(c3cccc(NC(=O)[C@H]4CCC(=O)N4)c3)=NO2)CN1C(=O)c1ccc(Cl)cc1 (stereo partly specified),3%,4,-0.3,.,-4,-5,1,-0.5%,-2
O=C1C=C(Nc2cccc(Cl)c2)CC(c2ccco2)C1 (stereo unspecified),-19%,5,-0.1,-4,.,-10,-3,1.5%,-3
CCOC(=O)COn1c(-c2cccc(Cl)c2)nc2ccc([N+](=O)[O-])cc21,-22%,5,1.4,-4,-9,-3,-4,1.1%,-5
CC(=O)c1cccc(NCc2ccccc2-c2nnc(-c3ccccc3)o2)c1,2%,1,-0.5,-4,0,5,0,-0.7%,-4
CCSc1nc2ccccc2n1CC(=O)N1CCCCC1,-6%,2,0.1,-9,11,6,0,1.5%,4
OC(CN1CCN(c2ccc(F)cc2)CC1)c1ccc(Cl)cc1 (stereo unspecified),-10%,-1,0.4,3,1,.,-4,3.4%,-2
Cc1nn(-c2ccccc2)c(C)c1-c1nnc(C(F)(F)F)o1,-8%,1,-0.3,4,-3,8,-3,2.9%,-2
Cc1cccc(OCc2nnc(SCC(=O)O)n2-c2ccccc2)c1,-2%,2,0.4,3,0,3,-5,-1.1%,-1
Cc1ccc(-c2cc(C(F)(F)F)n3nc(C(=O)Nc4sc5c(c4C#N)CCC(C)C5)cc3n2)cc1 (stereo unspecified),-4%,0,1.6,-5,-37*,22,-6,-1.4%,2
CCN1CCN(C(c2ccccc2)c2sc3nc(C)nn3c2O)CC1 (stereo unspecified),-9%,1,-0.4,-13,8,11,0,3.4%,2
COc1ccc(OC)c(NS(=O)(=O)c2ccc(NC(=O)c3ccc(NS(C)(=O)=O)cc3)cc2)c1,-17%,4,1.1,.,12,2,-1,-1.6%,-2
O=C(Oc1cc(=O)oc2ccccc12)c1ccco1,-8%,2,0.0,-27,0,9,9,0.3%,0

# 2 compounds drawn at random from those above:
SMILES,Anesthetic bind,D1 agonist,TRHR ag,RXFP1 antagonist,D1 antagonist,D2 PAM,D1 PAM,RXFP1 agonist,TRHR enhancer
CCSc1nc2ccccc2n1CC(=O)N1CCCCC1,-6%,2,0.1,-9,11,6,0,1.5%,4
COc1cc2nc(NC(=O)c3ccc(Cl)cc3)[nH]c(=O)c2cc1OC,-5%,2,0.4,7,7,-17,-1,2.2%,-2
